Ecoli viability: E. coli V3065 growth inhibition, primary screen, counter-screen for AddAB inhibitor project, absorbance, OD600. 18 h. inhibition, % at 11.9 µM. actives 0.27% (n = 330,000);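 active means inhibition above the campaign's mean inhibition across all tested compounds plus 3 SD, cut at about 9.9% in these data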;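 further: uninfected addAB+ strain grown without phage in ampicillin broth; 0% = DMSO wells and 100% = ciprofloxacin 0.95 µg/ml wells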
AddAB inh: growth inhibition of E. coli expressing H. pylori AddAB, primary screen, AddAB inhibitor project, absorbance | inhibition, % at 11.9 µM | actives 0.29% (n = 330,000) | AID 435030, 2010; in the data active means inhibition above about 12%;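 further: 0% = vehicle wells of infected cells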
phage Ecoli inh: growth loss of phage-infected E. coli, primary screen, RecBCD inhibitor project, absorbance, with phage, HTS; actives 0.26% (n = 360,000); inhibition, % at 11.9 µM; AID 651602, 2012; in the data active means inhibition above about 11%
SUMO Mot1 rescue: yeast Mot1-301 growth rescue at high temperature, primary screen, SUMOylation pathway inhibitor project, S. cerevisiae, ATP luminescence, 38.5C; S. cerevisiae Mot1-301 growth rescue; percent above DMSO median, 100 means doubled; growth rescue, % at 18.8 µM; actives 1% (n = 320,000); AID 2716, 2010;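 active means every valid replicate shows activation above 250% relative to neutral control wells; inactive means the rest, any valid replicate at or below 250%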;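 further: OY570 slx delta 5 strain wells were the positive control but not used for scaling; some compounds called inactive have numbers as strong as hits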
OPRM1-OPRD1 ag: agonists of OPRM1-OPRD1 heterodimerization, primary screen, cell-based, luminescence | Mu-type opioid receptor (Homo sapiens) + Delta-type opioid receptor (Homo sapiens), … | cells | activation, % at 9.3 µM | actives 0.3% (n = 340,000); in the data active means activation above about 18%;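 further: 0% = vehicle-treated cells and 100% = reference agonist; values of inactives mirror those of a sister screen read the other way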
PKA-R1A activ: activators of PKA-R1A holoenzyme, primary screen, biochemical, fluorescence polarization, Cy5-IP20, bovine R1A, mouse PKAc | PKA-R1A dissociation; scaled: DMSO 0%, 113 µM cGMP 100% | actives 0.083% (n = 340,000) | activation, % at 11.4 µM | cAMP-dependent protein kinase type I-alpha regulatory subunit (Bos taurus) + …;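 active means percent activation above the mean of all tested compounds plus 3 SD, cut at about 19% in these data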;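 further: higher means more PKAc released from R1A so a rise in polarization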
OPRM1-OPRD1 inv: inverse agonists of MOR-DOR heterodimerization, primary screen, cell-based, luminescence; cell-based MOR-DOR heterodimer luminescence, inverse agonism; actives 0.21% (n = 340,000); Mu-type opioid receptor (Homo sapiens) + Delta-type opioid receptor (Homo sapiens), …; inhibition, % at 9.3 µM; in the data active means inhibition above about 22%, passing the limit was not always enough;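 further: 0% = cells with DMSO and 100% = wells without cells with DMSO; values of inactives mirror those of a sister screen read the other way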
PfHsp90 yeast 2: growth inhibition of PfHsp90-expressing yeast, primary screen, antimalarial PfHsp90 inhibitor project, S. cerevisiae, BacTiter-Glo luminescence, single point, set 2 | inhibition, % at 9.4 µM | BacTiter-Glo ATP, 48 h; yeast lacking PDR1 and PDR3 efflux regulators | actives 0.32% (n = 310,000);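 active means every replicate shows inhibition above about 80%, whatever the replicate mean, limit read from the data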;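 further: 0% = DMSO neutral controls and 100% = 20 µM radicicol positive controls; yeast relying on Plasmodium falciparum Hsp90 in place of its own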
DSG3 Ab inh: inhibitors of pemphigus antibody binding to DSG3, primary screen, biochemical, bead-based, flow cytometry, scFv-GFP. DSG3-coupled beads, scFv-anti-DSG3-GFP binding; stronger effect = lower value. binding (percent of control), % at 10 µM. actives 0.48% (n = 310,000). AID 588358, 2011;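 active means binding more than 3 SD below its plate's average and above zero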;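 further: hits lower antibody fragment binding to DSG3; some compounds called inactive have numbers as strong as hits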
HTR5A ag: HTR5A agonists in luminescence cell assay, primary screen, counter-screen for OPRM1-OPRD1 heterodimer agonist project, full-deck HTS; actives 0.61% (n = 340,000); cell-based; activation, % at 9.3 µM; 5-hydroxytryptamine receptor 5A (Homo sapiens), P47898; AID 504692, 2011; in the data active means activation mostly above about 9.5%, no sharp cut-off; inactive means mostly below about 7.6%;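 further: 0% = cells with vehicle only and 100% = reference agonist; strong numbers were not always called active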
Target sequence (P47898 whole entry, looked up): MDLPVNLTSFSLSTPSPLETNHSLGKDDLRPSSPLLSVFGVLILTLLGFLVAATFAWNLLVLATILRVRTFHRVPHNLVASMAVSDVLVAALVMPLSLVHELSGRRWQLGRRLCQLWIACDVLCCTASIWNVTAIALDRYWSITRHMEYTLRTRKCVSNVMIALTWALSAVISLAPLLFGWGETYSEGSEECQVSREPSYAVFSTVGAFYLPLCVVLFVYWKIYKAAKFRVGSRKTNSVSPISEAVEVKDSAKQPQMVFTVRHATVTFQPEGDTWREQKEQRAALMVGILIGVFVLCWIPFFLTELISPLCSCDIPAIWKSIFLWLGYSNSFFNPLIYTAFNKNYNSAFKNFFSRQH
HTR5A inv ctr: HTR5A inverse agonists in luminescence cell assay, primary screen, counter-screen for OPRM1-OPRD1 heterodimer inverse agonist project, full-deck HTS; 5-hydroxytryptamine receptor 5A (Homo sapiens), P47898; HTR5A cell line, inverse agonism; inhibition, % at 9.3 µM; actives 0.083% (n = 340,000); AID 504634, 2011; in the data active means inhibition mostly above about 23%, no sharp cut-off; inactive means mostly below about 18%;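 further: 0% = cells with DMSO and 100% = no-cell wells with DMSO; some compounds called inactive have numbers as strong as hits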
Numbers without * were called inactive; i = inactive; . = no result given; & = joins results of further samples; ! = not confirmed by another sample.

SMILES	Ecoli viability	AddAB inh	phage Ecoli inh	SUMO Mot1 rescue	OPRM1-OPRD1 ag	PKA-R1A activ	OPRM1-OPRD1 inv	PfHsp90 yeast 2	DSG3 Ab inh	HTR5A ag	HTR5A inv ctr
Cc1cc(C)cc(C(=O)NC(CC(N)=O)c2ccc(N3CCN(c4ccccc4)CC3)c([N+](=O)[O-])c2)c1 (stereo unspecified)	-2.2	1.8	3.6	-32	-1.7	-5	9	-10	98	2	-6
CCCC(=O)NC(=S)Nc1sc2c(c1C(N)=O)CCC2	-3.7	-1.6	3.0	-18	-3.7	1	17	15	104	9	-13
CC(C)n1c(=N)c(C(=O)NCCc2ccccc2)cc2c(=O)n3ccccc3nc21	-0.1	1.5	1.0	3	-2.6	3	13	27	.	1	26
Cc1ccc(NS(=O)(=O)c2ccc(CCC(=O)O)cc2)cc1	-1.3	1.5	3.1	13	-1.2	-7	7	0	112	6	-23
Cc1ccc(CN(c2ccc(C(=O)N3CCc4ccccc4C3)cc2)S(C)(=O)=O)cc1	2.1	0.1	1.9	-15	4.1	8	-22	-7	105	4	-17
CCOC(=O)N1CCN(C(=O)c2ccc(C)c(S(=O)(=O)Nc3ccccc3)c2)CC1	-0.6	1.1	1.4	8	-0.8	-12	3	9	.	-6	15
O=c1[nH]cnc2ncc(-c3ccc(O)cc3)nc12	-0.7	1.1	2.9	3	-2.7	-10	14	-7	.	-1	3
CC(C(=O)N1CCc2ccccc21)N1CCN(S(=O)(=O)c2cccc(C(F)(F)F)c2)CC1 (stereo unspecified)	-0.5	-1.0	3.0	-19	6.5	-1	-28	-18	81	-5	12
CCc1nnc(NC(=O)CCN2C(=O)c3ccccc3C2=O)s1	0.4	6.6	3.0	0	-2.9	4	13	.	107	-1	-27
O=C1CCN(S(=O)(=O)c2ccccc2)CCN1CCOCc1ccc(Cl)cc1	-1.2	2.5	1.4	15	-2.1	2	13	1	102	-3	5
C=CCN=C1SC(C)C(=O)N1S(=O)(=O)c1ccccc1 (stereo unspecified)	-0.1	0.7	-0.6	-1	-1.0	-4	6	5	100	2	14
O=C(NCc1ccncc1)/C(=N/O)c1ccccc1	-0.9	2.8	0.6	-32	-0.6	-16	2	-22	75*	-1	6
CCC(C)N1CC23C=CC(O2)C(C(=O)OCc2ccccc2)C3C1=O (stereo unspecified)	-1.4	1.6	0.8	17	-0.8	-15	5	3	97	-4	0
O=S(=O)(N/N=C\c1ccc2c(c1)OCO2)c1ccccc1	.	.	2.1	12	-4.2	-2	23	-17	105	-3	-5
COCCSc1ccccc1C(=O)N1CCN(Cc2ccccc2)CC1	-1.2	3.6	3.0	-9	0.5	1	-2	-36	121	0	-1
Cc1nc(CCNC(=O)CC2C(=O)NCCN2CC(C)C)nc2c1CCC2 (stereo unspecified)	1.2	2.7	2.4	-14	-2.0	-1	10	4	98	0	6
COc1ccc(CNC(=O)C2CC(c3ccccc3C(F)(F)F)=NO2)cc1 (stereo unspecified)	-0.4	2.4	1.2	13	-0.4	-6	2	-9	102	3	5
O=C(/C=C/c1ccc2c(c1)OCO2)N1CCN(c2ccccc2F)CC1	-0.5	0.2	5.2	-5	-1.3	13	7	10	88	-1	-15
COc1ccc(S(=O)(=O)NCCC(=O)NC2CCCCC2C)cc1[N+](=O)[O-] (stereo unspecified)	0.1	-2.7	2.8	26	-1.1	9	5	1	95	-2	8
COc1ccc(/C=N/Nc2ccccc2C(=O)O)cc1Cn1cc([N+](=O)[O-])cn1	2.7	1.4	4.7	20	-1.0	9	5	8	103	-1	-22
CC(=O)N/C(=C/c1ccccc1)C(=O)N1CCCCC1	-2.9	-0.8	4.2	-7	-1.4	-11	8	11	100	1	9
NC(=NCCCCCCN=C(N)/N=C(\N)Nc1ccc(Cl)cc1)/N=C(\N)Nc1ccc(Cl)cc1	105*	103*	106*!	-68&-31&31	3.8&7.2&-1.5	4&1&-9	-21&-40&9	51&9&-17	110&106&106	0&-3&0	15&-17&2
Cc1cccc(NC(=O)CNC(=O)CCNC(=O)c2ccc(C(C)(C)C)cc2)c1C	2.0	1.6	0.6	-1	-1.6	4	6	-5	.	5	-12
C=CCC1c2cccc(C(=O)OC)c2C(=O)N1c1ccccc1 (stereo unspecified)	-2.0	0.6	3.3	34	-1.9	-2	11	.	.	3	-20
CC(C)(C)n1nnnc1CN(Cc1ccco1)Cc1cc2cc3c(cc2[nH]c1=O)OCO3	-0.4	1.6	1.6	-8	1.0	-1	-5	9	101	6	1

The last 2 entries of the section above come first, to join the parts.
SMILES	Ecoli viability	AddAB inh	phage Ecoli inh	SUMO Mot1 rescue	OPRM1-OPRD1 ag	PKA-R1A activ	OPRM1-OPRD1 inv	PfHsp90 yeast 2	DSG3 Ab inh	HTR5A ag	HTR5A inv ctr
C=CCC1c2cccc(C(=O)OC)c2C(=O)N1c1ccccc1 (stereo unspecified)	-2.0	0.6	3.3	34	-1.9	-2	11	.	.	3	-20
CC(C)(C)n1nnnc1CN(Cc1ccco1)Cc1cc2cc3c(cc2[nH]c1=O)OCO3	-0.4	1.6	1.6	-8	1.0	-1	-5	9	101	6	1
O=C(Cc1ccccc1[N+](=O)[O-])Nc1ccc2c(c1)OCO2	0.1	4.8	0.2	-10	-1.1	-4	5	5	82	5	-4
COc1ccc(OC)c(-c2cc(C(=O)Nc3ccc(F)cc3F)no2)c1	0.4	-1.0	1.3	i	-1.4	13	7	3	98	0	-1
CCOc1ccc(N(CC(=O)NCCC2=CCCCC2)S(=O)(=O)c2ccccc2)cc1	-0.9	0.2	3.4	-17	0.3	7	-2	14	101	-4	10
CCOc1ccc(CNC(=O)CN2C(=O)C(c3ccccc3)Oc3cccnc32)cc1 (stereo unspecified)	1.7	3.2	3.0	4	0.3	2	-2	4	107	-4	-19
COc1ccccc1NC(=O)c1cc(S(=O)(=O)N2CCCC2)cn1C	-0.9	3.2	-1.0	-17	-2.3	-9	13	16	91	1	-3
CCC(=O)Nc1ccc(OCC2CCCO2)cc1 (stereo unspecified)	-1.0	2.2	2.7	115	-1.4	-2	7	-3	118	1	-4
O=C(CN1C(=O)c2ccccc2C1=O)NCc1ccncc1	0.8	0.9	3.0	-20	-0.5	8	3	-29	95	1	-12
CC(C)(C)c1cc(C2COC(=O)COCCOCC(=O)OCCOCCO2)cc(C(C)(C)C)c1O (stereo unspecified)	.	.	1.8	.	-2.6	0	13	11	.	-1	4
CCC(C)n1c(SCc2ccc([N+](=O)[O-])cc2)nc2ccsc2c1=O (stereo unspecified)	1.4	1.5	2.3	-9	4.5	5	-24	-16	100	0	0
CCOC(=O)N1CCN(c2cc(=O)n(-c3ccc(C)cc3)c(=O)[nH]2)CC1	22*	97*	1.9	5	-0.6	-12	4	-7	94	1	-4
O=C(O)c1cc(Cl)c(Cl)cc1C(=O)Nc1cccc2cccnc12	-3.6	0.8	1.5	-5	2.7	-7	-14	4	102	0	-1
Cn1c(=O)c(C(=O)NNC(=O)c2ccccc2Br)c(O)c2ccccc21	-2.3	3.8	-3.0	4	-1.2	-1	7	19	104	11	-26
Cc1ccc(OC(C)C(=O)Nc2ccncc2)cc1C (stereo unspecified)	-0.5	-0.2	0.7	-5	-0.2	-17	1	-9	92	1	17
OCCC1CN(Cc2cn[nH]c2C2CCCCC2)CCN1C1CCCC1 (stereo unspecified)	-1.3	-0.8	3.4	12	-0.3	-3	1	.	103	-1	4
CN(Cc1ccccc1)C(NC(=O)c1ccco1)C(Cl)(Cl)Cl (stereo unspecified)	1.9	1.9	1.4	.	-1.3	-2	6	8	98	2	-6
O=C(COC(=O)c1ccccc1O)Nc1ncc(Cl)cc1Cl	1.6	-0.3	2.9	1	-2.3	-11	11	-1	73	1	-22
O=[N+]([O-])c1ccc(C[n+]2cc(-c3ccccc3)n3c2CCCCC3)cc1	-2.4	2.2	2.4	1	-1.0	0	6	2	100	-3	7
CCN(Cc1nc(-c2ccc(C)cc2)no1)C(=O)c1ccco1	2.4	-0.6	2.2	-5	-0.7	0	4	-15	109	-2	2
Cn1c(N)nc2nc(CCc3ccccc3)c(=O)[nH]c2c1=O	1.9	3.7	-0.7	568	-0.2	-10	2	13	127	9	-26
CCOC(=O)C1(Cc2ccccc2)CCCN(Cc2cccc(C(C)=O)c2)C1 (stereo unspecified)	1.2	-0.1	2.5	7	2.8	-3	-15	2	119	9	-21
COc1ccc(N2CCN(C(CNC(C)=O)c3ccco3)CC2)cc1 (stereo unspecified)	3.1	1.2	3.6	-22	-2.1	4	11	30	102	0	3
CCCCn1c(CNC(=O)C(C)(C)C)nc2ccccc21	-0.9	0.7	3.6	10	-0.2	7	1	-9	100	9	-28
C=CCNC(=O)c1cc2c(C(F)(F)F)nn(C)c2s1	-1.6	2.0	2.9	0	-2.7	-8	11	-7	104	2	-5
CCCC(=O)N1CCN(c2nc(CC(C)C)c3c(c2C#N)CCC3)CC1	0.3	0.1	1.8	-19	1.9	-9	-10	-6	100	1	32
O=C(c1ccc2c(c1)OCO2)N(Cc1ccco1)C1(C(=O)NC2CCCCC2)CCCCC1	1.8	0.2	-0.2	10	-1.3	4	8	.	.	6	-16

Continued:
SMILES	Ecoli viability	AddAB inh	phage Ecoli inh	SUMO Mot1 rescue	OPRM1-OPRD1 ag	PKA-R1A activ	OPRM1-OPRD1 inv	PfHsp90 yeast 2	DSG3 Ab inh	HTR5A ag	HTR5A inv ctr
O=C1C=CC(=C(c2ccc(O)cc2)c2ccc(O)cc2)C=C1	-2.3	-1.1	2.4	-18	-5.1	-3	19	12	.	-15	42*
COc1ccc(C2/C(=C(/O)c3ccc(C)cc3)C(=O)C(=O)N2C)c(OC)c1 (stereo unspecified)	1.6	3.0	-2.1	-6	-2.1	-2	11	-6	114	1	-4
Cc1ccc(C)c2c1sc(=NC(=O)CN1C(=O)CCC1=O)n2C	1.9	1.7	2.2	523	-0.8	-5	5	10	103	5	-14
CN1CCN(C(=O)c2cc(Cl)ccc2Cl)CC1	1.3	2.8	1.5	267	-2.4	1	14	6	100	0	-3
COc1ccc(N2CCN(C(=O)C34CCC(C)(C(=O)C3)C4(C)C)CC2)cc1 (stereo unspecified)	4.4	1.0	3.3	13	-1.1	7	6	4	98	-4	11
CCN(CC(=O)Nc1c(F)cccc1F)C(=O)c1ccc(C(=O)c2ccccc2)cc1	1.9	3.8	7.5	-7	1.3	-5	-9	-5	108	8	-52

Screens: PubChem BioAssay, several laboratories
